High-throughput results as filed in PubChem.
TEAD-YAP inh – TEAD-YAP interaction inhibition. HEK-TIYL cells, TEAD-Gal4/YAP UAS-luciferase luminescence. hit rate 1.4% among 640,000. inhibition, % at 9.12 µM; in the data active means inhibition above about 32%;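 further: 0% = median of test compound wells and 100% = reference inhibitor wells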
MITF primary – blocks human microphthalmia-associated transcription factor; O75030; AlphaScreen MITF homodimerization, bead proximity signal; inhibition, % at 2.6 µM; hit rate 0.91% among 650,000; in the data active means inhibition above about 50%;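 further: 0% = vehicle wells with protein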
Target sequence (O75030 whole entry, looked up): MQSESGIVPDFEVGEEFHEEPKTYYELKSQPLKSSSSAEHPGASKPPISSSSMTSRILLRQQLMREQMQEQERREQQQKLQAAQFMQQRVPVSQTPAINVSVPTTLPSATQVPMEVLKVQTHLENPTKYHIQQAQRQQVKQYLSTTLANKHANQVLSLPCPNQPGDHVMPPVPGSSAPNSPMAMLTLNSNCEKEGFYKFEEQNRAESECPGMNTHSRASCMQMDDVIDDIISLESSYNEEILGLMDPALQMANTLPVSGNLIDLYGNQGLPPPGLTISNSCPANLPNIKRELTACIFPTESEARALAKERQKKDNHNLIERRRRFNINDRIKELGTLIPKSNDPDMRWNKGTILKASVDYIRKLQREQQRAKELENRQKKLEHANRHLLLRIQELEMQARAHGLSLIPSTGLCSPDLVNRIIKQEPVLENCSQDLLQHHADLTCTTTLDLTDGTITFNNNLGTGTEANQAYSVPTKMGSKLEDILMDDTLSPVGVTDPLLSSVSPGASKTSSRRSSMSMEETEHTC
FBW7 activator – activators of human E3 ligase FBW7; normalized activity (activation), % at 26.1 µM; AlphaScreen FBW7–phospho-cyclin E peptide binding, activator screen; hit rate 0.13% among 650,000; in the data active means normalized activity above about 1.9%;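 further: purified mutant Fbw7 with reduced substrate affinity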
GPR151 ag – activates the human receptor GPR151; Q8TDV0; hit rate 1% among 650,000; activation, % at 11.2 µM; PathHunter beta-arrestin GPR151 cells, luminescence; AID 1508602; in the data active means activation above about 4.9%;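 further: 0% = median of compound wells and 100% = cells with positive control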
Target sequence (Q8TDV0 whole entry, looked up): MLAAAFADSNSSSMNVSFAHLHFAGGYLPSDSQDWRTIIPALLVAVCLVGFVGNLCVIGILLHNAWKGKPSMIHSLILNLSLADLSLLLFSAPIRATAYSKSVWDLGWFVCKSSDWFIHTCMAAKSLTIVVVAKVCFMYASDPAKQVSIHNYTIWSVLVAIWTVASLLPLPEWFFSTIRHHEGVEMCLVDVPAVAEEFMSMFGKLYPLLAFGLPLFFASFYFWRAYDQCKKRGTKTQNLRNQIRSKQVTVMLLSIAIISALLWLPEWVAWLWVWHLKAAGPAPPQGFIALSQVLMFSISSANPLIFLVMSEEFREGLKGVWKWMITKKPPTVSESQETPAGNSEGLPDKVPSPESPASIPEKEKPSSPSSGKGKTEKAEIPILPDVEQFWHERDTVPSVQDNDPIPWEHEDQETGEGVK
Active calls of the source: *.

Preview (6 entries):
SMILES	TEAD-YAP inh	MITF primary	FBW7 activator	GPR151 ag
O=C(C1CCC1)N1CCc2cc(S(=O)(=O)N3CCN(Cc4ccccc4)CC3)ccc21	-11.0	3.8	-0.1	-0.8
Cc1c(Br)c([N+](=O)[O-])nn1CC(=O)NCCCn1ccnc1	-3.9	-0.7	0.9	-0.9
COc1cc2c(cc1OC)CN(C(=O)CSc1nc(C)cc(C)c1C#N)CC2	12.4	-4.0	-0.1	0.3
COc1ccc(C2(CNC(=O)/C=C/c3ccco3)CCCC2)cc1OC	-5.5	1.8	-0.1	1.6
CCC[C@@H]1NC(=O)[C@H]2CN(C(=O)c3cccc(C)c3)CCN2C1=O	6.5	2.6	-0.1	-0.9
CCOc1ccccc1Nc1ccnc2cc(Cl)ccc12	-9.6	-10.5	0.8	-0.7

All compounds of this part, previewed entries included:
SMILES	TEAD-YAP inh	MITF primary	FBW7 activator	GPR151 ag
O=C(C1CCC1)N1CCc2cc(S(=O)(=O)N3CCN(Cc4ccccc4)CC3)ccc21	-11.0	3.8	-0.1	-0.8
Cc1c(Br)c([N+](=O)[O-])nn1CC(=O)NCCCn1ccnc1	-3.9	-0.7	0.9	-0.9
COc1cc2c(cc1OC)CN(C(=O)CSc1nc(C)cc(C)c1C#N)CC2	12.4	-4.0	-0.1	0.3
COc1ccc(C2(CNC(=O)/C=C/c3ccco3)CCCC2)cc1OC	-5.5	1.8	-0.1	1.6
CCC[C@@H]1NC(=O)[C@H]2CN(C(=O)c3cccc(C)c3)CCN2C1=O	6.5	2.6	-0.1	-0.9
CCOc1ccccc1Nc1ccnc2cc(Cl)ccc12	-9.6	-10.5	0.8	-0.7
CN(C)c1ccc(/C=C(\C#N)C(N)=C(C#N)C#N)cc1	-6.8	19.2	0.0	4.8
COc1ccc(OCCSCc2nnc(NC(=O)Nc3cccc(OC)c3)s2)cc1	8.3	-2.2	0.0	3.6
CC#CC(=O)N1CCC[C@@H]2CN(C(=O)c3cccc(F)c3)CC[C@@H]21	-4.9	16.8	0.8	2.3
COCc1[nH]nc2c1C(c1cc(Br)ccc1F)C(C#N)=C(N)O2 (stereo not drawn)	3.5	0.0	-0.2	4.3
COc1ccc(NC(=O)NNC(=O)COc2ccc(Cl)cc2C)cc1OC	8.9	-9.2	-0.1	3.3
COCCCN1C(=O)CC(CC(=O)N2CCC[C@H]2C(=O)OC)(c2ccccc2)C1=O (stereo partly drawn)	-35.8	18.2	0.7	0.0
Cc1cc(C)c2c(c1)CC(C)(C)c1nc3cc(C)ccc3nc1-2	4.0	4.9	-0.1	-1.5
Cc1ccc(S(=O)(=O)NC(=O)N/C(N)=N/c2nc(=O)c3ccccc3s2)cc1	-13.3	14.3	1.2	-2.6
Cc1ccc(NC(=O)CN2CCN(CCNS(=O)(=O)c3ccc(C)cc3)CC2)cc1	-0.7	7.4	0.1	-0.4
O=C(CCN1C(=O)c2ccccc2C1=O)NCCN1CCOCC1	-6.0	1.9	-0.2	-0.1
Cc1ccc(S(=O)(=O)NCC(NC(c2ccccc2)c2ccccc2)c2ccccc2)cc1 (stereo not drawn)	19.1	17.1	0.0	-1.6
CC1=CC2=NC(=O)/C(=C\c3cccn3CCOc3ccc(C)cc3C)C(=N)N2O1	3.5	1.6	0.2	1.5
CCOC(=O)N1CCN(c2nc(-c3ccccc3F)nc3ccccc23)CC1	4.3	4.2	0.3	0.0
C=CCN1C(=O)/C(=C\c2cccn2C)C(=O)NC1=S	-9.2	19.2	-0.4	0.0
CCOC(=O)N1CCN(S(=O)(=O)c2cc(C(=O)O)ccc2OC)CC1	-1.6	0.9	0.0	-1.2
CC(=O)c1cccc(NC(=O)CSc2nncn2C)c1	14.8	3.8	-0.1	-0.6
CCOCCCNC(=O)C1CCCN(c2nn3c(=O)cc(C)nc3s2)C1 (stereo not drawn)	12.1	5.2	0.0	-1.4
CCOc1ccc(N(CC(=O)Nc2cc(C)[nH]n2)C2=NC3CS(=O)(=O)CC3S2)cc1 (stereo not drawn)	-3.8	-3.2	-0.5	-0.8
Cc1nc2c(C(=O)NCc3ccccc3)cnn2c(C)c1Cc1ccccc1Cl	1.9	14.9	0.7	1.2
CC(C)(C)C1CCc2onc(C(=O)NC3CCCC3)c2C1 (stereo not drawn)	0.0	13.5	2.6*	0.7
Cc1ccc(N2CCN(C(=O)CCN3C(=O)C4CC=CCC4C3=O)CC2C)cc1 (stereo not drawn)	13.8	13.8	0.5	-0.8
O=C1CCCN1CCn1cnc2c(NCCN3CCOCC3)nc(Nc3ccc(-n4ccnc4)cc3)nc21	6.3	13.5	0.5	1.2
Nc1nnc(SCC(=O)Nc2ccc(F)cc2)s1	-0.2	-13.1	-0.1	2.4
Cc1ccc(S(=O)(=O)NCc2ccc(/C=C(/C#N)C(N)=O)o2)cc1	4.5	3.8	0.6	0.4
N#CCSc1nc2sc3c(c2c(=O)n1-c1ccccc1)CCC3	1.1	2.2	-0.1	1.3
CCOc1ccc2nc(SCC(=O)Nc3nccs3)sc2c1	-6.4	-12.1	0.2	-0.4
Cc1cc(C)nc(NNC2=CC(=O)CC(C)(C)C2)n1	0.9	2.4	-0.1	-0.3
COc1ccc(C2=NN(CC(=O)N3CCCCC3)C(=O)CC2)cc1	9.4	-0.3	0.0	0.4
Cc1nc(CN2C(=O)C(=O)c3cc([N+](=O)[O-])ccc32)cs1	-3.6	1.7	0.3	-1.2
O=C(CC1Nc2ccccc2NC1=O)Nc1ccc(O)cc1 (stereo not drawn)	-1.7	-5.8	0.0	-0.5
CCOC(=O)c1c(NC(=O)c2c(C)c(-c3ccccc3)nc3ccccc23)sc(C)c1CC	0.7	-0.1	0.1	-0.9
COC(=O)N1CCN(c2ccc(Cl)cc2)CC1	-0.5	-4.6	0.2	-1.2
CNc1c(NS(=O)(=O)c2cc(Cl)ccc2OC)c(=O)oc2ccccc12	4.8	10.9	0.8	-1.2
N#CC1=C(N)C(C#N)(C#N)C(c2ccc(F)cc2F)C2CCCC=C12 (stereo not drawn)	1.9	-7.0	-0.1	2.0
O=[N+]([O-])c1ccc(NCCNS(=O)(=O)c2ccc(Cl)cc2)c(Cl)c1	-5.0	-0.4	-0.1	0.1
Cc1cnccc1CNC(=O)CCc1nnc(-c2ccc(-c3ccccc3)cc2)o1	-28.6	-1.7	0.0	-0.1
Cc1cc(NCCN)nc(SCc2c(Cl)cccc2Cl)n1	2.0	-4.8	-0.1	0.6
NNc1nc(Nc2ccccc2)nc(Nc2ccccc2)n1	35.0*	3.9	-0.8	-0.5
CCc1cccc(C)c1NC(=S)N(Cc1cccs1)C1CCCCC1	-3.1	-5.6	-0.1	1.5
COc1cc2nc(N3CC=[N+](C(=O)c4ccco4)CC3)nc(N)c2cc1OC	1.2	-7.6	1.0	-1.1
CC(C)N(CCNC(=O)c1cccc(Nc2ccc(N3CCOCC3)cc2)n1)C(C)C	3.0	6.4	0.0	-0.5
COc1ccc(S(=O)(=O)N2CCCC2CNC(=O)c2ccc(OC)c(OC)c2)cc1 (stereo not drawn)	-8.5	1.3	0.0	0.8
COc1ccc(NC(=O)C(=O)NC2CCCC2)c(OC)c1	-10.2	1.6	-0.2	-0.5
CCOC(=O)C(=O)C(C#N)c1ccc(OCC(C)C)cc1 (stereo not drawn)	0.7	38.0	-0.1	-0.1
Other records follow:
SMILES	TEAD-YAP inh	MITF primary	FBW7 activator	GPR151 ag
COC(=O)c1cccc(N2C(=O)C3C(C2=O)C2C=CC3C23CC3)c1 (stereo not drawn)	3.8	4.5	0.1	-0.9
COC(=O)c1ccc(NC(=O)CSc2nc3ccc(NC(=O)c4ccccc4C)cc3s2)cc1	-7.9	0.1	0.2	0.4
C=CCn1c(=NC(=O)C2=COCCO2)sc2cc(OCC)ccc21	-25.3	-7.2	0.0	0.2
COc1ccc(C2=N/C(=C\c3ccc(OC)c(OC)c3)C(=O)O2)c(Br)c1	-2.1	-0.1	-0.1	-1.1
CC(=O)Nc1ccc(Nc2ncnc3nc(Nc4ccc(-n5ccnc5)cc4)[nH]c23)cc1	-14.7	-6.6	-0.2	-1.3
Cc1nc2c(c(=O)[nH]1)CCN(Cc1ccc(N(C)CCO)cc1)C2	5.8	10.1	0.0	0.7
O=C(COC(=O)Cn1cc(C(F)(F)F)ccc1=O)NC1CCCCC1	1.6	1.5	-0.1	0.1
C=CCSc1nc2ccccc2c(=O)n1CCOC	12.5	-2.8	0.0	-0.7
CCCCCN(C(=O)NC(=O)Nc1ccccc1OC)S(=O)(=O)c1ccccc1	-1.0	-23.2	0.1	-0.1
CCN(CC)CCN=C1NS(=O)(=O)c2ccccc21	-8.4	1.2	-0.2	0.0
NC(=O)c1cc(NS(=O)(=O)c2ccc(Cl)c(C(F)(F)F)c2)cc(C(N)=O)c1	2.7	3.8	-0.1	3.2
COc1cccc(CNC(=O)c2cnn3cc(-c4cn[nH]c4)ccc23)c1	-0.5	-2.7	0.4	-2.1
NC(=O)CSc1nnc(-c2ccccc2F)n1-c1ccccc1	6.1	6.7	0.5	-0.9
Cc1nnc(SCC(=O)Nc2sc3c(c2C(N)=O)CCCC3)n(N)c1=O	-9.9	-6.5	0.0	1.8
COc1ccc(C)cc1NC(=S)N1CCN(c2ncccn2)CC1	-2.1	2.4	-0.2	0.1
Cc1ccccc1N=c1oc2ccc(Cl)cc2cc1C(N)=O	-2.5	13.5	0.0	0.5
CCc1ccccc1-n1cnc2cc(C(=O)NCCOC)ccc21	4.2	4.2	-0.1	-1.1
CN(C)c1ccc(NC(=O)CCN2CCN(c3ccccn3)CC2)cc1	-7.5	-7.0	0.0	1.3
CC(C)NC(=O)CN1CCC(O)(c2ccccn2)CC1	6.6	-6.1	0.0	0.3
COC(=O)C1=C(C)N=C2SC(C)C(=O)N2C1c1ccc(Br)cc1 (stereo not drawn)	-10.7	6.6	-0.1	3.0

Complete entries, quoted from the list:
NC(=O)c1cc(NS(=O)(=O)c2ccc(Cl)c(C(F)(F)F)c2)cc(C(N)=O)c1 across the screens: TEAD-YAP inh: 2.7; MITF primary: 3.8; FBW7 activator: -0.1; GPR151 ag: 3.2
Cc1ccccc1N=c1oc2ccc(Cl)cc2cc1C(N)=O across the screens: TEAD-YAP inh: -2.5; MITF primary: 13.5; FBW7 activator: 0.0; GPR151 ag: 0.5

Next part.
SMILES	TEAD-YAP inh	MITF primary	FBW7 activator	GPR151 ag
CCC(CC)C(=O)N1CCN(CC(=O)Nc2sc(C)c(C)c2C(N)=O)CC1	12.7	8.2	0.3	1.0
Oc1ccc(-c2csc(NCc3ccccc3)n2)cc1	-4.5	1.8	0.0	0.0
Cc1ccccc1NC(=O)Cc1c[nH]c2ccccc12	-5.4	10.3	-0.1	0.2
O=C(COc1ccc(Cl)cc1)NNC(=O)c1ccccn1	12.4	21.2	-2.0	0.3
COc1cccc(C2=NOC(C(=O)Nc3cccc(O)c3)C2)c1 (stereo not drawn)	-10.7	3.6	-0.3	0.2
C/C(=N\NC(=O)C1COc2ccccc2O1)c1ccccc1O (stereo not drawn)	19.3	-20.7	0.6	-1.2
O=C(CSc1ncnc2c1nnn2Cc1ccccc1F)N1CCc2ccccc21	-0.8	8.4	-0.1	-0.6
COc1ccc(S(=O)(=O)NCc2csc(-c3ccccc3)n2)cc1C	1.4	0.4	0.1	0.8
O=C(O)c1cccc(N=Cc2c(O)n(-c3ccc(Cl)cc3)c(=O)[nH]c2=O)c1	3.2	7.7	0.0	3.3
CCCN(CC1CCCO1)C(=O)CCc1nnc(CCc2ccc(OC)cc2)o1 (stereo not drawn)	-9.8	9.5	0.0	1.1
CCOc1cc(C(=O)Nc2c3c(nn2-c2ccc(C)cc2)CSC3)cc(OCC)c1OCC	-0.1	-1.2	0.0	0.1
CCN(CCNC(=O)Cn1ncc2ccsc2c1=O)c1ccccc1	-2.8	4.2	0.5	0.0
O=C(OCc1c(F)cccc1Cl)c1ccc(O)cc1	3.2	-150.2	0.1	1.3
N#Cc1c(N)n(-c2ccccc2Cl)c2nc3ccccc3nc12	-5.3	7.9	0.9	0.5
Cc1ccc(C2=CCN(S(=O)(=O)c3ccccc3F)CC2)o1	1.0	-0.4	-0.2	-0.2
CCc1nccn1CCC(=O)N1CCOc2ccc(CN3CCN(C(C)=O)CC3)cc2C1	-3.2	4.0	0.1	-0.3
CC(=O)Cn1c(C(=O)O)c(-n2cccc2)c2cc(F)ccc21	-0.6	-1.1	-0.1	-0.5
CC(=O)Nc1ccc(N2S(=O)(=O)c3ccccc3S2(=O)=O)cc1	-0.5	10.3	-0.1	-0.2
CCOc1ccc(S(=O)(=O)Nc2ccc(OC)cc2OC)c2cccnc12	-6.8	20.4	0.4	0.7
NS(=O)(=O)c1ccc(CCn2ccn(CC(=O)Nc3ccc(F)cc3)c(=O)c2=O)cc1	3.2	3.1	0.3	-0.3
O=C(O/C(=C/c1nc2ccccc2n1Cc1cccc2ccccc12)c1ccccc1F)c1ccccc1F	3.7	5.0	0.0	-0.1
CCOC(=O)N1CCN(CC(=O)Nc2ccc(F)cc2)CC1	4.2	21.6	0.4	-0.6
COC(=O)CN(C#N)c1nc(C)cc(C)n1	-3.0	-6.4	-0.1	1.7
c1ccc2ncc(-c3ccc4ccccc4n3)cc2c1	-29.9	7.4	0.0	-1.8
COc1ccc(Br)cc1/C=C1/N=C(c2cc(Cl)ccc2OC)OC1=O	0.9	1.4	-0.1	0.5
COCCN1C(=O)c2ccccc2C(C(=O)Nc2cc(Cl)c(OC)cc2OC)C1c1ccc(F)cc1 (stereo not drawn)	-5.3	-5.7	-0.2	0.7
CCOC(=O)N1CCN(C(=O)C2CC23CCN(Cc2ccc(NC(C)=O)s2)CC3)CC1 (stereo not drawn)	9.4	5.5	-0.1	-0.7
